KCNH2 3.1 inh – inhibitors of human KCNH2 3.1 potassium channel isoform; U2OS KCNH2 3.1, thallium flux FluxOr; hits give low values; activity change, % (tested at about 1.8 µM); 340,000 compounds, 0.95% hits; AID 720553;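 active = maximum activity change below -70%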;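 also: thallium influx rate constant from kinetic fluorescence after stimulation buffer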
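Thallium flux via FluxOr fluorescence (Red40 quencher, 45 min loading) in U2OS cells virally expressing the KCNH2 3.1 isoform (1.77 x 10^8 /mL virus, overnight at 37 C). Rate constants from 2-min kinetic reads post-stimulation, normalised to positive and negative controls.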
* marks the source's active call; other numbers are inactive results. % is scaled to controls: 0 for no effect and ±100 for the full control effect. These rows are one share of the data; the hit share may differ from the screen's.

SMILES	KCNH2 3.1 inh
CC(OC(=O)C1COc2ccccc2O1)C(=O)c1ccccc1 (centres undefined)	5
Cc1cn([C@H]2C[C@H](O)[C@@H](CNC(=O)CNC(=O)CN)O2)c(=O)[nH]c1=O	10
CCSc1nnc(NC(=O)C2CCCN(C(=O)c3ccc(Cl)cc3)C2)s1 (centres undefined)	-11
COc1cccc(S(=O)(=O)N(C)C[C@H]2OCc3cnnn3CCCC(=O)N([C@@H](C)CO)C[C@H]2C)c1	-4
C[C@H]1CN([C@@H](C)CO)S(=O)(=O)c2ccc(Br)cc2O[C@@H]1CN(C)C(=O)CCN1CCCCC1	18
COc1ccc(C(C#N)=Cc2ccc(OC)c(OC)c2)cc1	-8
C[C@@H]1CN([C@@H](C)CO)C(=O)c2cc(C#Cc3ccccc3)cnc2O[C@H]1CN(C)C(=O)c1ccccc1F	9
C=CCN(C(=O)CSc1nc2ccsc2c(=O)n1Cc1ccc(C(=O)O)cc1)c1ccccc1	11
CCCCN1C[C@H](C)[C@@H](CC(=O)Nc2ccccc2)C1=O	2
CCC(C)C(CO)NCCCn1cnc2c(OCc3ccccc3)ncnc21 (centres undefined)	3
CCCCCCN1C[C@H](O)[C@@H](n2cc(C3CC3)nn2)C[C@@H]1c1ccccc1	3
Cn1cc(/C=C(\NC(=O)c2ccccc2)C(=O)NCCCn2ccnc2)c2ccccc21	-5
O=C1CCC2CN3CCc4c([nH]c5ccccc45)C3CC2C1 (centres undefined)	8
C=CCN1C(=O)/C(=C/N(C)C)S/C1=N\S(=O)(=O)c1cccs1	3
CCCCN1C(=O)C(CC(=O)NC2CCCC2)CC(C(=O)N(CC)CC)=C1C (centres undefined)	2
CN1OC[C@@H]2C(=O)N3CCc4c([nH]c5ccccc45)[C@@H]3C[C@@H]21	-36
CC(C)OC(=O)N(C)C[C@@H]1OCc2cnnn2CCCC(=O)N([C@@H](C)CO)C[C@@H]1C	-7
C[C@H]1CN([C@@H](C)CO)C(=O)c2cc(-c3ccccc3F)cnc2O[C@@H]1CN(C)C(=O)NC1CCCCC1	27
O=C1C=CN(C2OC(CO)C(O)C2O)C(=O)C1 (centres undefined)	-7
CCOc1ccc(-n2c(C)c3c(C)nnc(C)c3c2C)cc1	-33
CCN(Cc1ccc(Br)s1)C(=O)CSc1nnc(C2CC2)n1C1CC1	-24
COc1cccc(CN(C)C[C@H]2OCc3cnnn3CCCC(=O)N([C@@H](C)CO)C[C@@H]2C)c1	11
O=C(CC1CC1)Nc1ccc2c(c1)[C@@H]1C[C@H](CC(=O)NC3CCCC3)O[C@@H](CO)[C@@H]1O2	-3
CC1(C)OC(=O)C2=C(CC(c3ccccc3)OC2CCc2ccccc2)O1 (centres undefined)	-4
CCOC(=O)c1c(NC(=O)COC(=O)c2cccc([N+](=O)[O-])c2)sc(C(=O)N(C)C)c1C	-1
CN(c1ccccc1)S(=O)(=O)c1cccc(C(=O)NCC(c2cccs2)N2CCOCC2)c1 (centres undefined)	-3
Cc1ccc(S(=O)(=O)N2C[C@H]3N(C(=O)OC(C)C)N(C(=O)OC(C)C)C[C@H](OC(=O)Nc4c(C)noc4C)[C@@]3(O)C2)cc1	1
CC(=O)NCCc1ccc(C(=O)COC(=O)c2ccc(C)s2)cc1	-10
CCN1C(=O)[C@H]2[C@@H](c3ccc(C(F)(F)F)cc3)N[C@]3(CCCN(Cc4ccco4)C3=O)[C@H]2C1=O	-11
CC1C(=O)N(Cc2cn(Cc3ccco3)nn2)CCS(=O)(=O)N1Cc1ccc(-c2ccc(F)nc2)cc1 (centres undefined)	0

An excerpt of these results, bar-delimited.
mol | KCNH2 3.1 inh
O=C1CCC2CN3CCc4c([nH]c5ccccc45)C3CC2C1 (centres undefined) | 8
C=CCN1C(=O)/C(=C/N(C)C)S/C1=N\S(=O)(=O)c1cccs1 | 3
CCCCN1C(=O)C(CC(=O)NC2CCCC2)CC(C(=O)N(CC)CC)=C1C (centres undefined) | 2
CN1OC[C@@H]2C(=O)N3CCc4c([nH]c5ccccc45)[C@@H]3C[C@@H]21 | -36
CC(C)OC(=O)N(C)C[C@@H]1OCc2cnnn2CCCC(=O)N([C@@H](C)CO)C[C@@H]1C | -7
C[C@H]1CN([C@@H](C)CO)C(=O)c2cc(-c3ccccc3F)cnc2O[C@@H]1CN(C)C(=O)NC1CCCCC1 | 27
O=C1C=CN(C2OC(CO)C(O)C2O)C(=O)C1 (centres undefined) | -7
CCOc1ccc(-n2c(C)c3c(C)nnc(C)c3c2C)cc1 | -33
CCN(Cc1ccc(Br)s1)C(=O)CSc1nnc(C2CC2)n1C1CC1 | -24
COc1cccc(CN(C)C[C@H]2OCc3cnnn3CCCC(=O)N([C@@H](C)CO)C[C@@H]2C)c1 | 11
O=C(CC1CC1)Nc1ccc2c(c1)[C@@H]1C[C@H](CC(=O)NC3CCCC3)O[C@@H](CO)[C@@H]1O2 | -3
CC1(C)OC(=O)C2=C(CC(c3ccccc3)OC2CCc2ccccc2)O1 (centres undefined) | -4
CCOC(=O)c1c(NC(=O)COC(=O)c2cccc([N+](=O)[O-])c2)sc(C(=O)N(C)C)c1C | -1
CN(c1ccccc1)S(=O)(=O)c1cccc(C(=O)NCC(c2cccs2)N2CCOCC2)c1 (centres undefined) | -3
Cc1ccc(S(=O)(=O)N2C[C@H]3N(C(=O)OC(C)C)N(C(=O)OC(C)C)C[C@H](OC(=O)Nc4c(C)noc4C)[C@@]3(O)C2)cc1 | 1
CC(=O)NCCc1ccc(C(=O)COC(=O)c2ccc(C)s2)cc1 | -10

Later entries.
SMILES	KCNH2 3.1 inh
CCOC(=O)CC1c2nc3ccccc3cc2CN1C(=O)OCC (centres undefined)	-2
Cc1cc(NC(=O)COC(=O)c2ccc(Cl)cc2)no1	-5
Cc1nc(N)ncc1CCC1OCCO1	7
OCC1OC(c2ccc(OCc3ccccc3)cc2OCc2ccccc2)C(O)C1O (centres undefined)	13
COc1ccc(OC)c(-c2nn(-c3ccccc3)cc2C(=O)NC2(C)CCS(=O)(=O)C2)c1 (centres undefined)	-12
O=C(O)C1=C2C(=O)Nc3cccc(c32)C2(C1)C(=O)Nc1ccccc12 (centres undefined)	11
C[C@@H]1CN([C@@H](C)CO)S(=O)(=O)c2ccc(Br)cc2O[C@H]1CN(C)C(=O)c1ccccc1	11
Cc1nc(C)c(-c2csc(Nc3ccc(Cl)cn3)n2)s1	3
O=C1CCC(C(=O)OCC(=O)Nc2ccccc2Br)=NN1	0
O=C(C=Cc1ccc2c(c1)OCO2)C1CC1	-3
O=C1CCC2c3[nH]c4ccccc4c3CCN12 (centres undefined)	-2
CNC(=O)C[C@@H]1C(=O)N(C2CCCCC2)CC1(C)C	6
COc1ccc(NC(=O)CCNC(=O)C2CCN(S(=O)(=O)c3ccccc3)CC2)cc1OC	10
COc1cc(C(C)=O)ccc1OCC(=O)N1CCC(Cc2ccccc2)CC1	8
Cc1onc(-c2ccccc2)c1C(=O)OCC(=O)c1ccc[nH]1	2
C[C@H]1CN([C@@H](C)CO)C(=O)CCCn2nncc2CO[C@H]1CN(C)C(=O)CCC(F)(F)F	3
COc1cccc(NC(=O)N(C)C[C@H]2OCc3cnnn3CCCC(=O)N([C@H](C)CO)C[C@@H]2C)c1	14
CCC/C=C/c1ccc(CN2C(CC(C)C)C(=O)N(Cc3cn(CCC4OCCCO4)nn3)CCS2(=O)=O)cc1 (centres undefined)	-11
CCCCN1C(=O)C(CC(=O)NCCCCc2ccccc2)CC(C(=O)N2CCOCC2)=C1C (centres undefined)	-8
COc1ccc(N(CC(=O)N2CCN(c3ccccc3)CC2)S(=O)(=O)c2ccccc2)cc1	2
COCCCN1C(=O)C(CC(=O)NCc2cccs2)CC(C(=O)N2CCOCC2)=C1C (centres undefined)	4
CC1(C)CC(=O)C(CSC(=O)c2ccccc2)C(=O)C1	4
Cc1ccc(-c2nn(-c3ccccc3)cc2C(=O)Nc2cccc(S(=O)(=O)NC3=NCCC3)c2)cc1	-1
CCN(CC)C(=O)C1=C(C)N(Cc2ccc(OC)cc2)C(=O)C(CC(=O)NC2CCCCC2)C1 (centres undefined)	3
COc1ccc(C2CCCCC2SCC(=O)O)cc1OC (centres undefined)	8
CC12CCC(=O)N1C(C(=O)Oc1cccc(F)c1)CS2 (centres undefined)	4
CC1CCN(C(=O)c2ncn3c2c(=O)[nH]c2ccccc23)CC1	6
O=C1OC(O)c2cccc3cccc1c23 (centres undefined)	-71*
Cc1ccc([C@@H]2CC(=O)[C@@H]3CN(S(=O)(=O)c4ccc(C)cc4)[C@H](c4ccc(Cl)cc4)C[C@@H]3N2S(=O)(=O)c2ccc(C)cc2)cc1	2
CN(C)c1ccc(Cl)c(NC(N)=S)c1	-11
C[C@H](CO)N1C[C@H](C)[C@@H](CN(C)C(=O)CCCN(C)C)OCc2cn(nn2)CCCC1=O	3
COc1ccc(-c2csc(NC(=O)c3c(C)noc3C)n2)cc1OC	4
Cc1ccc(S(=O)(=O)Nc2ccccn2)c(C)c1	10
COc1ccc(-c2ccc(CN3C(CC(C)C)C(=O)N(Cc4cn(CC5CCCCC5)nn4)CCS3(=O)=O)cc2)cc1OC (centres undefined)	-6
C[C@@H]1CN([C@H](C)CO)S(=O)(=O)c2ccc(Br)cc2O[C@H]1CN(C)C(=O)C1CC1	18
CCCCN1C[C@H](c2ccc(OC)cc2)[C@@H](CC(=O)Nc2ccc(OC)cc2)C1=O	0
Cc1ccc([C@H]2C[C@H](n3cc(-c4ccc(F)cc4)nn3)[C@@H](O)CN2C(=O)C2CCCCC2)cc1	-3
CC(=O)Oc1[nH]c(=O)c2cccc3c2c1CCC3	1
C[C@H]1CN([C@@H](C)CO)C(=O)CCCn2nncc2CO[C@@H]1CN(C)Cc1cccc(C(F)(F)F)c1	-16
CC(=O)Nc1ccc(N2CCOCC2)c(S(=O)(=O)Nc2ccccc2Cl)c1	-2
O[C@@H]1C[C@H](c2ccccc2)N(Cc2cccs2)C[C@H]1n1cc(C2CC2)nn1	-10
CCC/C=C/c1ccc(CN2C(C(C)C)C(=O)N(Cc3cn(CCC4OCCCO4)nn3)CCS2(=O)=O)cc1 (centres undefined)	6
O=C(N/C(=C/c1cccc(Br)c1)C(=O)N1CCCCC1)c1ccco1	5
CC1C(c2ccccc2)OCCN1C=NC#N (centres undefined)	2
CCOC(=O)N1CCN(S(=O)(=O)N2CCCC(C(=O)NCc3ccc(C)cc3)C2)CC1 (centres undefined)	-9
CC1(C)CC2(OC2c2ccccc2[N+](=O)[O-])C(=O)c2ccccc21 (centres undefined)	-18
C1CCN(CCC2CCCCN2)CC1 (centres undefined)	-5
Cc1ccc(C(c2c(NC(=O)c3ccco3)sc(C)c2C)N2CCOCC2)cc1 (centres undefined)	-33
COc1ccc(S(=O)(=O)N2CCN(C(=O)c3cccc(S(=O)(=O)N4CCCC4)c3)CC2)cc1	7
O=C1NC(=O)C2C3OC(C(Br)C3Br)C12 (centres undefined)	5

Next entries
SMILES	KCNH2 3.1 inh
N#CCC(=O)Nc1ccc(C(=O)OCC(=O)Nc2cc(-c3ccccc3)nn2-c2ccccc2)cc1	3
Cc1ccc(S(=O)(=O)N2C[C@H]3C(=O)C[C@@H](c4cccc(Cl)c4)N(S(=O)(=O)c4ccc(C)cc4)[C@H]3C[C@H]2c2ccc(Cl)cc2)cc1	-24
O=C(Nc1c(Cl)ccc2nsnc12)c1ccc(Br)o1	0
Cc1ccc(Cl)c(NC(=O)CN2C(=O)C(C)N(c3ccc(F)cc3)C2=O)c1Cl (centres undefined)	-2
CCOC(=O)N(C)C[C@@H]1OCc2cnnn2CCCC(=O)N([C@H](C)CO)C[C@@H]1C	-12
COc1cccc(OC)c1C(=O)NCc1ccco1	7
COc1ccccc1CN1CC(C(=O)NCCCCc2ccccn2)CCC1=O (centres undefined)	-6
COC(=O)c1ccc(CNC(=O)C(Cc2ccccc2)NC(=O)c2ccccc2)cc1 (centres undefined)	5
COCOCCn1cc(CN2CCS(=O)(=O)N(Cc3ccc(-c4ccc(Cl)cc4)cc3)C(C(C)C)C2=O)nn1 (centres undefined)	-1
COCCCn1c(=O)/c(=C/c2ccccc2OC(C)C)s/c1=C(\C#N)C(=O)Nc1ccc(C(=O)O)cc1	1
c1coc(-c2cnc3ccccc3n2)c1	-2
COc1ccc(-c2ccc(CN3C(CC(C)C)C(=O)N(Cc4cn(CC5CCCCC5)nn4)CCS3(=O)=O)cc2)cn1 (centres undefined)	-18
C[C@@H]1CN([C@@H](C)CO)C(=O)c2c(c3ccccc3n2C)-c2ccccc2CO[C@H]1CN(C)C(=O)C1CC1	15
O=c1c2cc([N+](=O)[O-])ccc2sn1-c1ccccc1	15
O=C1NC(Cc2ccccc2)c2nc3cc(F)c(F)cc3c(=O)n2-c2cc3ccccc3cc21 (centres undefined)	-12
Cc1noc(C)c1CCC(=O)Nc1cc(C(=O)O)ccc1Cl	-3
Cc1ccc([C@H]2C[C@@H](n3cc(-c4ccc(F)cc4)nn3)[C@H](O)CN2C(=O)c2cccs2)cc1	-9
Cc1noc(C)c1NC(=O)Nc1ccc2c(c1)C(=O)N([C@H](C)CO)C[C@H](C)[C@@H](CN(C)S(=O)(=O)c1ccc(Cl)cc1)OCCCC[C@@H](C)O2	-25
O=[N+]([O-])c1ccc(CN2CC(N3CCCC3)CS2(=O)=O)cc1 (centres undefined)	1
COc1ccc(S(=O)(=O)N2CCCCCC2)cc1NC(=O)CCNC(=O)c1ccc(Cl)cc1	-10
C[C@H](CO)N1C[C@H](C)[C@@H](CN(C)S(=O)(=O)c2cccc(F)c2)OCc2cn(nn2)CCCC1=O	-5
O=C(c1ccc(Br)cc1)N1CCN(c2ccccn2)CC1	10
C[C@@H]1CCCCO[C@@H](CN(C)S(=O)(=O)c2ccc(Cl)cc2)[C@@H](C)CN([C@H](C)CO)C(=O)c2cc(N(C)C)ccc2O1	15
C[C@H](CO)N1C[C@H](C)[C@@H](CN(C)C(=O)Nc2ccc(F)cc2)Oc2ncc(-c3ccc(F)cc3)cc2C1=O	25
COCCNC(=S)N1CCC(C(=O)c2ccc(Cl)cc2)CC1	19
COCCNC(=O)c1cc(S(=O)(=O)N2CCC3(CC2)OCCO3)ccc1F	5
O=C(COC(=O)c1cccc(S(=O)(=O)N2CCOCC2)c1)NC1CCCCC1	9

Compound activity: PubChem BioAssay, National Center for Advancing Translational Sciences (NCATS)
